# PvdQ inh – P. aeruginosa PvdQ acylase inhibition | purified PvdQ acylase, fluorescence plate reader | inhibition, % at 10 µM | 0.063% of 340,000 active | AID 488965; in the data active means inhibition above about 30%, passing the limit was not always enough; inconclusive means no clear call, values can overlap the other calls;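 further: 0% = vehicle neutral wells and 100% = reference inhibitor wells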
# E coli growth – bacterial growth inhibition, counter-screen for AddAB inhibitors. 0.27% of 330,000 active. E. coli V3065 growth, OD600 absorbance, 18 h. inhibition, % at 11.9 µM;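 active means inhibition above the campaign's mean inhibition across all tested compounds plus 3 SD, cut at about 9.9% in these data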;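 further: uninfected addAB+ strain grown without phage in ampicillin broth; 0% = DMSO wells and 100% = ciprofloxacin 0.95 µg/ml wells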
# Tat export inh – E. coli Tat transport inhibition; E. coli MC4100 TorA-mCherry Tat export, fluorescence; inhibition, % at 10 µM; 0.036% of 340,000 active; AID 488895;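 active means mean replicate inhibition at least 50% and at least half of replicates individually reaching 50%; inconclusive means only one of the two criteria met; inactive means neither criterion met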;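 further: exported cargo escapes ClpAP degradation while cytoplasmic cargo is degraded and loses fluorescence; 0% = median of neutral control wells and 100% = median of NaSCN control wells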
# PfHsp90 yeast 2 – growth inhibition of yeast expressing Plasmodium Hsp90 | inhibition, % at 9.4 µM | 0.32% of 310,000 active | S. cerevisiae expressing PfHsp90, BacTiter-Glo ATP, 48 h; yeast lacking PDR1 and PDR3 efflux regulators;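 active means every replicate shows inhibition above about 80%, whatever the replicate mean, limit read from the data; inconclusive means mean inhibition reaches the set limit but some replicate falls short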;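 further: 0% = DMSO neutral controls and 100% = 20 µM radicicol positive controls; yeast relying on Plasmodium falciparum Hsp90 in place of its own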
# DAGLB inhibitor – diacylglycerol lipase beta (human) inhibition | Q8NCG7 | HEK293T DAGLB membrane lysate, EnzChek fluorogenic substrate | inhibition, % at 5.17 µM | 0.059% of 340,000 active; in the data active means inhibition above about 34%;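 further: 0% = enzyme with vehicle and 100% = wells lacking enzyme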
# Target sequence (Q8NCG7 whole entry, looked up): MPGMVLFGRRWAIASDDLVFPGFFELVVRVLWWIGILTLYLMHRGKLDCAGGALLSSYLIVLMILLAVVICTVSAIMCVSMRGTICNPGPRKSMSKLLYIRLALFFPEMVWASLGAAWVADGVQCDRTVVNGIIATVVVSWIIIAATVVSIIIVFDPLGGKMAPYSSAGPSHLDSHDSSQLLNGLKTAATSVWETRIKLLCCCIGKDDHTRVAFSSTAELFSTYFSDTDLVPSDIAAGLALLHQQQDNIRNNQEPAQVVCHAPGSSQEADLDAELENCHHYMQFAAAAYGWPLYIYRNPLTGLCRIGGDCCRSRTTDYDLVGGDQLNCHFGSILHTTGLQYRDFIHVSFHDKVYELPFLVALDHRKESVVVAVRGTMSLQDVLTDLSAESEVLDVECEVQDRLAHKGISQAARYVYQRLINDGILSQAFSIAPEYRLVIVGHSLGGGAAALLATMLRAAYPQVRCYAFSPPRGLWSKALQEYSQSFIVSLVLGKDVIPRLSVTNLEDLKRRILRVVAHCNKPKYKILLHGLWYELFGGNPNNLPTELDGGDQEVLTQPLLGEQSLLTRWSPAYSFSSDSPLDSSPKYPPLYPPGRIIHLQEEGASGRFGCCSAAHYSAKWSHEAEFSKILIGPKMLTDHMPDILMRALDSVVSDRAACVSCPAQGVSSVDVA
# Wnt bcat act – activators of Wnt/beta-catenin signaling; Wnt/beta-catenin reporter cell assay, activator, plate reader; activation, % at 9.35 µM; 1.2% of 300,000 active; AID 743398; in the data active means activation above about 30%, passing the limit was not always enough; inconclusive means no clear call, values can overlap the other calls;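 further: 0% = neutral control wells and 100% = positive control wells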
# AddAB inh – less growth of phage-infected E. coli with AddAB; 0.29% of 330,000 active; AID 435030; E. coli expressing H. pylori AddAB, absorbance growth; inhibition, % at 11.9 µM; in the data active means inhibition above about 12%;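 further: 0% = vehicle wells of infected cells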
# phage Ecoli inh – E. coli growth loss with phage present; growth absorbance; inhibition, % at 11.9 µM; 0.26% of 360,000 active; AID 651602; in the data active means inhibition above about 11%
# Rtt109 HAT inh – C. albicans Rtt109 histone acetyltransferase inhibition | Q5AAJ8 | purified Rtt109/Vps75, ThioGlo CoA-SH fluorescence, 4 h | inhibition, % at 34.9 µM | 0.16% of 330,000 active | AID 540336;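 active means inhibition of at least 50% in every replicate; inconclusive means best replicate reaches 50% inhibition but some replicates fall short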
# Target sequence (Q5AAJ8 whole entry, looked up): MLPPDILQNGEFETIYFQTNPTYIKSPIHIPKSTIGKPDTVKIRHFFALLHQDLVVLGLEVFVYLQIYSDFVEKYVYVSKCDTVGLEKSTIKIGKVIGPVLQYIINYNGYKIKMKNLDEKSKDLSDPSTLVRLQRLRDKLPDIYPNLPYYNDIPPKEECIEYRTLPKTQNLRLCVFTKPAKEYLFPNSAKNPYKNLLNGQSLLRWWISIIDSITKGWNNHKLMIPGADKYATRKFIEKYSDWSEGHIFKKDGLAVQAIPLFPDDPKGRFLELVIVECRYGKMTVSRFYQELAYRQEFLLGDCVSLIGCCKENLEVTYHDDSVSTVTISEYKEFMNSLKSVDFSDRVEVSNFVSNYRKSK
# CAL PDZ FP – inhibitors of human CAL PDZ peptide binding. Q9HD26. purified CAL PDZ, TMR-peptide fluorescence polarization, 1 h. 0.02% of 330,000 active. inhibition, % at 20 µM;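 active means highest replicate inhibition of at least 40%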;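 further: plate controls were DMSO neutral control wells for no effect and unlabeled competitor peptide control wells for full effect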
#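 Assay system – tagged CAL PDZ protein CerCALP, purified · Timing – 1 h at RT · Compound – single point, 20 µM · Measured by – fluorescence polarization from S- and P-plane intensities, G-factor corrected · Evaluation – inhibition from polarization loss · Probe or stimulus – TMR reporter peptide T*-PRC34 · Buffer or medium – pH 7.4 phosphate-saline buffer, reducing agent, detergent, IgG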
# An asterisk follows results filed as active; ? = inconclusive; . = no result given.
SMILES,PvdQ inh,E coli growth,Tat export inh,PfHsp90 yeast 2,DAGLB inhibitor,Wnt bcat act,AddAB inh,phage Ecoli inh,Rtt109 HAT inh,CAL PDZ FP
CC(=O)N(CCN1CCOCC1)Cc1cc2cc3c(cc2nc1Cl)OCO3,-9,-1.9,-2,9,0,.,-1.6,4.5,-2,-1.8
O=C(Cn1nnc(-c2ccccc2)n1)NCc1ccc2c(c1)OCO2,22,-1.6,-1,-107,-2,-2,5.6,2.5,-7,0.3
Nc1ccc(C#Cc2ccc3sc4ccccc4c(=O)c3c2)cc1,-12,-1.6,6,21,6,18,-1.4,-1.4,2,0.0
O=C(O)CC(NC(=O)C12CC3CC(CC(C3)C1)C2)c1cccc([N+](=O)[O-])c1 (stereo unspecified),-16,-1.5,-4,0,1,-3,-1.6,3.4,-5,0.0
Fc1cccc(/C=N/Nc2ccccn2)c1,0,1.6,-3,-12,0,16,-0.2,1.8,4,0.9
O=C(CCNC(=O)c1ccco1)NC(Cc1c[nH]c2ccccc12)C(=O)O (stereo unspecified),5,-0.5,-7,-1,-1,2,-1.4,0.1,4,-2.1
COc1cccc(CNC(=O)C2CCN(c3cnccn3)CC2)c1,0,-2.2,9,4,1,.,0.8,0.3,-5,-2.4
COC(=O)c1ccccc1NC(=O)CN(c1c(C)cccc1C)S(C)(=O)=O,-8,0.3,15,11,1,-2,1.0,2.2,0,-1.5
CCN(C1CCS(=O)(=O)C1)S(=O)(=O)c1cc(C)ccc1C (stereo unspecified),15,2.0,?,.,1,2,-1.0,3.0,6,-0.3
COC(=O)NC(NC(=S)Nc1cccc(C)c1)C(Cl)(Cl)Cl (stereo unspecified),-6,-1.5,3,-22,2,-1,0.5,2.0,-4,-0.5
CCN(C(=O)COC(=O)c1ccco1)c1c(N)n(Cc2ccccc2)c(=O)[nH]c1=O,-7,2.6,-14,-10,2,-2,0.0,-0.6,-3,-2.5
O=C(COC(=O)c1ccc([N+](=O)[O-])cc1)NCCC1=CCCCC1,-14,-1.9,0,-11,-7,-2,-0.7,2.7,4,-0.6
O=C(CSc1nnc(-c2ccccn2)n1Cc1ccccc1)Nc1ccc2c(c1)OCO2,-12,-2.2,-3,-7,0,.,-0.6,0.5,-24,.
COc1ccc(Cl)cc1NC(=O)CN(C)C(=O)Cc1n[nH]c(=O)c2ccccc12,9,0.9,6,30,-2,-2,-0.2,4.4,12,-1.8
CCOc1ccccc1OCCOc1ccc(F)cc1,3,0.7,-5,-28,-8,0,3.0,2.4,-3,-1.0
Brc1ccccc1Cn1c(-c2cncs2)nc2ccccc21,4,1.5,-9,-8,-1,6,-0.1,2.1,10,-1.4
O=C(NNS(=O)(=O)c1ccccc1)C1CC(c2cccnc2)=NO1 (stereo unspecified),-16,-1.7,3,-17,2,0,-1.9,3.2,.,-1.0
COc1ccc(NS(=O)(=O)c2cc(NC(=O)c3ccc(Cl)cc3)ccc2N2CCOCC2)cc1,-8,-1.9,3,5,-2,-9,-0.9,1.0,-3,-0.5
CC(C)(C)c1csc(Sc2ncccc2[N+](=O)[O-])n1,10,-1.4,-5,-14,-4,5,1.9,2.9,-2,-0.7
COc1ccc(NC(=O)NNC(=O)COc2ccc3cc(Br)ccc3c2)cc1,-12,.,0,-42,-1,-2,.,2.7,0,-1.1
COc1ccccc1NS(=O)(=O)c1cc(C(=O)NCCC(C)C)ccc1F,5,0.1,9,22,-4,-2,3.6,2.3,8,-0.4
Cc1nc2ccc(S(=O)(=O)N(C)CC(=O)NCc3ccc4c(c3)OCO4)cc2s1,6,1.5,1,2,0,.,3.6,1.2,-23,-0.3
O=C1Cc2cc(S(=O)(=O)Nc3ccc(N4CCOCC4)cc3)ccc2N1,-9,-1.4,-2,19,2,-2,-0.8,1.9,2,0.0
COCCn1c(SCC(=O)N2CCCc3ccccc32)nnc1-c1ccco1,3,4.1,-2,-11,-1,.,3.8,3.7,17,-0.4
COc1cccc(C(=O)Nc2c3c(nn2-c2cccc(C)c2C)CS(=O)(=O)C3)c1OC,-15,3.0,3,-10,0,.,1.4,1.0,-14,-0.3
CN(C)/N=C/c1cn(-c2ccccc2)nc1-c1cccnc1,-5,1.5,-7,0,-1,1,1.3,2.5,6,-0.8
COc1ccc(/C=C2\Oc3cc(OCC(N)=O)ccc3C2=O)cc1OC,-7,1.4,-10,2,-5,0,-0.7,-0.4,4,.
CC1CC(C)CN(CCCNC(=O)c2ccc3nc(N4CCCCC4)sc3c2)C1 (stereo unspecified),-12,0.1,7,-11,-5,-4,-1.5,1.2,-8,-0.3
O=C(CCC(=O)N(CC(=O)NC1CCCC1)C1CCCCC1)Nc1ccccn1,-5,-2.6,1,4,0,-3,-1.3,1.6,3,-2.8
CCN(CC)c1cccc(OCC(=O)N2c3ccccc3CC2C)c1 (stereo unspecified),-3,-3.2,1,-13,-11,5,-2.1,3.2,-4,-0.7
Cc1ccc(S(=O)(=O)CCC(=O)Nc2nccs2)cc1,0,0.5,1,-6,0,.,2.3,1.4,26,-0.9
CCOc1ccc(C(=O)NCC(=O)Nc2ncccc2C)cc1OCC,-5,0.1,-3,18,-1,-3,0.3,0.2,0,-4.8
COc1ccc(C2OC(=O)Cc3cc(OC)c(OC)cc32)cc1 (stereo unspecified),-7,0.4,-6,8,-2,-8,1.4,4.0,1,-1.2
CC(=O)N(Cc1cc(=O)[nH]c2ccccc12)c1ccc(C)cc1,-16,2.2,-11,13,-1,.,-0.3,2.8,-3,0.1
CC(C)(C)c1ccc(Oc2ncccc2NC(=O)c2cccs2)cc1,12,-1.3,13,-3,-13,0,-0.1,1.6,4,0.0
O=C(CNCc1ccccn1)Nc1ccc([N+](=O)[O-])cc1C(=O)Nc1ccccc1F,-2,0.8,3,-30,1,2,4.2,0.3,8,-1.9
COc1ccc(S(=O)(=O)NCCC(=O)NC2CCCCCCC2)cc1,-8,-0.1,6,.,2,.,0.3,2.7,-2,.
O=C1Nc2cc(C(=O)NCCCN3CCOCC3)ccc2S/C1=C/c1cccc(Cl)c1,-20,-1.4,4,6,4,1,1.9,0.3,-5,-2.2
CCNC(=O)CN1C(=O)NC(CCc2ccccc2)C1=O (stereo unspecified),0,1.4,20,-1,-4,.,1.2,0.6,-7,-0.4
Cc1cc(C(=O)NNC(=O)c2cccc([N+](=O)[O-])c2)n[nH]1,-16,1.6,6,4,3,-3,2.6,2.1,-7,-1.4
Cc1ccc(C(=O)N/N=C2\SCC(=O)N2c2cc(C)ccc2C)cc1,-16,2.4,-3,13,-5,.,1.0,3.6,2,-0.7
Cc1nn(C)cc1CNC(=O)Nc1ccc(Cl)c(Cl)c1,-22,0.5,7,0,-3,0,0.8,2.5,1,-2.4
Cc1ccc(NC(=O)CN(C)C(=O)c2ccccc2Cc2ccccc2)cc1,-14,.,1,8,-2,0,.,-1.8,17,-1.4
CCOCCCNC(=O)C1CCN(C(=O)Nc2ccc(C)cc2)CC1,-16,0.0,5,-8,-2,2,1.0,2.3,-17,-0.4
CC(Sc1nnc(CC(C)c2ccccc2)n1N)C(N)=O (stereo unspecified),-14,0.7,-1,-3,5,-1,-1.9,2.5,6,0.5
CCOC(=O)C1(CC2CCCCO2)CCN(S(=O)(=O)c2ccccc2)CC1 (stereo unspecified),5,0.3,-3,6,-5,0,-0.4,1.7,-2,-0.7
CCCCCc1n[nH]c2c1CCCC2,-7,-1.8,-8,0,-3,2,2.9,-0.7,-5,-1.7
C=CCN=C(NC#N)SCC(=O)NC(C)(C)C,-4,0.6,4,24,0,-2,5.4,0.9,-10,-0.7
O=C(O)c1ccc(/C=N/Nc2ccc(F)cc2F)cc1,4,-0.1,-3,11,1,14,1.4,1.5,-5,-0.4
COc1ccc(OC)c(-n2c(-c3cccc(O)c3)n[nH]c2=S)c1,7,5.0,-2,-34,-1,.,3.7,0.4,.,-2.1
CN(C)C(=O)N1CCCC(C(=O)NCc2ccccc2)C1 (stereo unspecified),0,0.7,-5,15,4,.,-0.3,0.8,-2,-1.2
Cc1nc2n(c(=O)c1CCN1CCC(c3noc4cc(F)ccc34)CC1)CCCC2,-10,-0.2,1,-21,-1,-2,-1.1,0.8,2,-0.9
COc1ccc(NC(=O)c2cc([N+](=O)[O-])ccc2NC(=O)CNC2CCCCC2C)c(OC)c1 (stereo unspecified),-5,-1.8,3,10,1,-2,2.6,0.7,3,-3.4
Cc1cc(C(=O)NCCCN2CC(C)CC(C)C2)n(-c2ccccc2)n1 (stereo unspecified),-4,0.6,1,-2,-2,-2,1.7,0.5,-5,-0.6
CCOC(=O)CCCc1c[nH]c2ccccc12,-12,4.8,17,-7,-2,.,0.5,1.6,-6,-1.6
Cc1c(NC(=O)C(C)OC(=O)c2ccc(Br)o2)c(=O)n(-c2ccccc2)n1C (stereo unspecified),-11,-0.2,7,.,0,2,0.6,1.8,-9,-1.0

# An excerpt from above in order of molecular weight, high to low.
SMILES,PvdQ inh,E coli growth,Tat export inh,PfHsp90 yeast 2,DAGLB inhibitor,Wnt bcat act,AddAB inh,phage Ecoli inh,Rtt109 HAT inh,CAL PDZ FP
COc1ccc(NC(=O)c2cc([N+](=O)[O-])ccc2NC(=O)CNC2CCCCC2C)c(OC)c1 (stereo unspecified),-5,-1.8,3,10,1,-2,2.6,0.7,3,-3.4
Cc1nc2n(c(=O)c1CCN1CCC(c3noc4cc(F)ccc34)CC1)CCCC2,-10,-0.2,1,-21,-1,-2,-1.1,0.8,2,-0.9
CCOC(=O)C1(CC2CCCCO2)CCN(S(=O)(=O)c2ccccc2)CC1 (stereo unspecified),5,0.3,-3,6,-5,0,-0.4,1.7,-2,-0.7
CN(C)C(=O)N1CCCC(C(=O)NCc2ccccc2)C1 (stereo unspecified),0,0.7,-5,15,4,.,-0.3,0.8,-2,-1.2
O=C(O)c1ccc(/C=N/Nc2ccc(F)cc2F)cc1,4,-0.1,-3,11,1,14,1.4,1.5,-5,-0.4
CCCCCc1n[nH]c2c1CCCC2,-7,-1.8,-8,0,-3,2,2.9,-0.7,-5,-1.7

# Assay outcomes as filed in PubChem BioAssay.
